Source: PubChem BioAssay (National Center for Advancing Translational Sciences (NCATS))
D1 PAM = enhances dopamine response at the human D1 receptor. 0.036% of 360,000 active. AID 504651. HEK293 TREx D1 cells, calcium flux, dopamine EC20 potentiation. P21728. potentiation, % at 10 µM; in the data active = potentiation above about 30%; also: 0% is about no effect
LDHA inh = LDHA (human) enzyme inhibition; AID 1347041; P00338; activity change, % (values are at about 110 or 230 µM); 0.15% of 480,000 active; purified LDHA, NADH/diaphorase-resazurin fluorescence; active compounds read low; in the data active = activity change below about -30%; inconclusive = mostly about -25% to -30%;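 also: plate controls were DMSO wells for no effect and wells without enzyme for full effect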
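Enzyme activity of human lactate dehydrogenase 5 (2 nM; 0.06 mM NADH, 0.2 mM pyruvate, 5 min, RT) is measured via a resazurin/diaphorase fluorescence readout of residual NADH.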
D1 antag = antagonists of human D1 dopamine receptor; 3.2% of 360,000 active; AID 504652; HEK293 TREx D1 cells, calcium flux, dopamine EC80; active compounds read low; activity change, negative = inhibition, % at 10 µM; in the data active = activity change below about -30%; also: % is scaled to controls: 0 for no effect and ±100 for the full control effect
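Tetracycline-induced HEK293 Trex D1 cells, force-coupled to calcium, dye-loaded; compounds added and read 180 s, then EC80 dopamine added and calcium flux tracked kinetically another 180 s.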
Vif-A3G inh = inhibitors of Vif-APOBEC3G interaction; Q9HC16; HeLa A3G-eYFP + Vif (tagged APOBEC3G with the HIV-1 protein that degrades it), YFP fluorescence, overnight; Potency, µM (series often up to 46.1 µM), for the others: at the highest dose activity, negative = active, most hits filed as inhibitors; 0.076% of 410,000 active;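 also: potency is read from the fitted curve at half-maximal effect; % is scaled to controls: 0 for no effect and ±100 for the full control effect; nearly all actives have a fitted effect of over 60% in size; hits raise eYFP signal because A3G escapes Vif-driven loss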
Target sequence (Q9HC16 whole entry, looked up): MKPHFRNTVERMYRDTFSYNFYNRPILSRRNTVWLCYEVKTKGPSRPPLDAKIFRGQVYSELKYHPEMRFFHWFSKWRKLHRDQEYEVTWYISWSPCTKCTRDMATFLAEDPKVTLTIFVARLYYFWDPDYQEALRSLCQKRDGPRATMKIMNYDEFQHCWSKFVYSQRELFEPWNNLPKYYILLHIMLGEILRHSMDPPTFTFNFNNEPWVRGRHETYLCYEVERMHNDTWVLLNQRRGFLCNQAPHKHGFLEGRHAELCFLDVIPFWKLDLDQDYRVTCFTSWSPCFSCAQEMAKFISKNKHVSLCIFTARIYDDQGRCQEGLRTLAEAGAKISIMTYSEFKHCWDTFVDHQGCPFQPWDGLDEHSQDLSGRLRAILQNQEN
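HeLa cells stably expressing Vif and C-terminally eYFP-tagged A3G, seeded overnight at 37 deg C, then exposed to compound by pintool overnight at 37 deg C. Rise in yellow fluorescence (Ex 488/Em 500-530, Acumen) marks blocked Vif-driven A3G degradation.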
RXFP1 ag = agonists of human relaxin receptor RXFP1. AID 2676. Potency, µM (highest dose often 57.5 µM), without a hit: at the highest dose activation, hits mostly activators. HEK293T-RXFP1 cAMP TR-FRET, 30 min; response scale: percent of porcine relaxin response, buffer zero. 0.3% of 370,000 active; also: potency is read from the fitted curve at half-maximal effect; % is scaled to controls: 0 for no effect and ±100 for the full control effect; nearly all actives have a fitted effect of over 60% in size; many of its hits are not listed in these tables
Target sequence (Q9HBX9 whole entry, looked up): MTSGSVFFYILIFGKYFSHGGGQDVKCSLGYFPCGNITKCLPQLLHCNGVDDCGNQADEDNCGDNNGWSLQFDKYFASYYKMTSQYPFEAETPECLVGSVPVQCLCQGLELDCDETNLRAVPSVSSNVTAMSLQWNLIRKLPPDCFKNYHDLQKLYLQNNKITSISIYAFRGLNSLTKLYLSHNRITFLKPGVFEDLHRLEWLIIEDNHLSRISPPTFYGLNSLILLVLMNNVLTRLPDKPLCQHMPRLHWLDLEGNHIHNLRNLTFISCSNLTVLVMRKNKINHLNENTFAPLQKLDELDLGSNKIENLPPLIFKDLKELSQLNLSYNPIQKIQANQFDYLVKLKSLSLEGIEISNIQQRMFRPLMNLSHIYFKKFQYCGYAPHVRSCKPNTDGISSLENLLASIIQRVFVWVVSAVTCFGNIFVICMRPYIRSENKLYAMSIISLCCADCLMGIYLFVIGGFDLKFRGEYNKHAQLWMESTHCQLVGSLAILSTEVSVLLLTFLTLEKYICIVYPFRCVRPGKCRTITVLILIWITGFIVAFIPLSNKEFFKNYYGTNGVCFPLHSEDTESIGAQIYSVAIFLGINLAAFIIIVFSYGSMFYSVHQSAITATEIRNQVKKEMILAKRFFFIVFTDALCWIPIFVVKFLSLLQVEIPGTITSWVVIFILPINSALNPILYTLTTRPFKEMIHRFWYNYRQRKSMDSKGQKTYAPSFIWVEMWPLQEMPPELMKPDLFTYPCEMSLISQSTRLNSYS
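HEK293T cells stably expressing RXFP1 were pretreated with the PDE4 inhibitor Ro 20174, exposed to compounds for 30 min at 37C, lysed, and cAMP was read by TR-FRET. Data normalized to buffer (basal) and 29 nM porcine relaxin (100%).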
Vif-APOBEC3F blk = Vif-A3F binding inhibition | HeLa A3F-eYFP + Vif (tagged APOBEC3F with the HIV-1 protein that degrades it), YFP fluorescence increase | Potency, µM (series often up to 46.1 µM), without a hit: at the top dose activity, negative = active | 0.2% of 390,000 active | AID 602313; also: potency is read from the fitted curve at half-maximal effect; % of control where 0% means no effect; nearly all actives have a fitted effect of over 65% in size
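HeLa cells stably expressing A3F-eYFP plus Vif, plated and incubated overnight at 37 deg C, then exposed to compounds overnight at 37 deg C. Blocked degradation read as raised yellow fluorescence (Ex 488/Em 500-530).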
D1 ag = human D1 receptor agonism; P21728; HEK293 T-REx D1 cells, calcium flux, agonist mode; activation, % at 2 µM; 1% of 360,000 active; AID 504660; in the data active = activation above about 30%; also: 0% is about no effect
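Inducible HEK293 T-REx D1 cells, force-coupled to calcium signalling, were plated at 4000 cells/well with tetracycline and held overnight at 30 C. After no-wash calcium dye loading, compound-evoked calcium rise over 180 s flagged agonists.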
Glioma ERSR ind = ER stress response induction in glioma. 0.02% of 420,000 active. U87-MG GRP78 promoter luciferase reporter, 16 h. Potency, µM, for the others: top-dose activation, most hits filed as activators; also: potency is read from the fitted curve at half-maximal effect; series mostly up to about 76 µM; % of control where 0% means no effect; nearly all actives have a fitted effect of over 35% in size
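Stably transfected U87-MG glioma cells carrying a GRP78-based luciferase sensor; 16 h compound incubation. Luminescence end-point read 10 min after Bright-Glo addition at room temperature.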
D2 PAM = positively modulates the human D2 dopamine receptor allosterically. P14416. HEK293 T-REx D2, calcium flux, EC20 dopamine potentiation. potentiation, % at 10 µM. 0.34% of 340,000 active;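 active = potentiation over 3 SD above the plate norm, cut at about 30% in these data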; also: 0% is about no effect
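Tetracycline-induced Hek293 Trex D2 cells, force-coupled to calcium, loaded with no-wash calcium dye. Compound added with 180 s kinetic read for agonism, then EC20 dopamine and a further 180 s read for potentiation.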
The depositor's hits bear a star; ? = inconclusive; · = no result given; & = joins results of further samples. Unless noted, calls follow the shape of the dose curve; as a rule, active = well fitted curve in the direction sought with a large enough effect; inconclusive = small, poorly fitted or top-dose-only effect, or another doubt; inactive = no such curve, though single readings can be large; an effect the other way counts as inactive or inconclusive. Some of the compounds tested (hit frequency here may not be typical).

Preview:
SMILES	D1 PAM	LDHA inh	D1 antag	Vif-A3G inh	RXFP1 ag	Vif-APOBEC3F blk	D1 ag	Glioma ERSR ind	D2 PAM
COC(=O)[C@@]12CCCCN1[C@H](c1ccc(SC3CCCCC3)c(OC)c1)[C@@H]1C(=O)N(C)C(=O)[C@@H]12	-7	4	25	0%	-0.7%	2%	7	-2%	9
Cc1ccc(CNC(=O)c2ccc3c(O)c(S(=O)(=O)c4ccccc4)c(=O)[nH]c3c2)cc1	-1	1	-12	6%	2.1%	-4%	2	-5%	1
CCN(CC)S(=O)(=O)c1ccc2c(c1)nc(SC(C)C(N)=O)n2-c1ccc(OC)cc1 (stereo not drawn)	5	2	3	-2%	-0.5%	-1%	5	-8%	-4
COc1ccc(NCc2nnc(SCC(=O)N3CCCc4ccccc43)n2C)cc1	-3	6	4	0%	-2.1%	6%	0	-1%	2
COc1cccc(NC(=O)CN(C)C(=O)c2ccccc2Sc2ccccc2C#N)c1	3	2	-27	-5%	3.3%	1%	-1	-2%	10

All compounds of this part, from the first entry:
SMILES	D1 PAM	LDHA inh	D1 antag	Vif-A3G inh	RXFP1 ag	Vif-APOBEC3F blk	D1 ag	Glioma ERSR ind	D2 PAM
COC(=O)[C@@]12CCCCN1[C@H](c1ccc(SC3CCCCC3)c(OC)c1)[C@@H]1C(=O)N(C)C(=O)[C@@H]12	-7	4	25	0%	-0.7%	2%	7	-2%	9
Cc1ccc(CNC(=O)c2ccc3c(O)c(S(=O)(=O)c4ccccc4)c(=O)[nH]c3c2)cc1	-1	1	-12	6%	2.1%	-4%	2	-5%	1
CCN(CC)S(=O)(=O)c1ccc2c(c1)nc(SC(C)C(N)=O)n2-c1ccc(OC)cc1 (stereo not drawn)	5	2	3	-2%	-0.5%	-1%	5	-8%	-4
COc1ccc(NCc2nnc(SCC(=O)N3CCCc4ccccc43)n2C)cc1	-3	6	4	0%	-2.1%	6%	0	-1%	2
COc1cccc(NC(=O)CN(C)C(=O)c2ccccc2Sc2ccccc2C#N)c1	3	2	-27	-5%	3.3%	1%	-1	-2%	10
COc1ccc(-c2ccc(=O)n(CC(=O)Nc3ccccc3C(F)(F)F)n2)cc1	0	-9	-4	0%	0.0%	0%	0	-1%	4
Cc1c2cn[nH]c(=O)c2c(C)n1Cc1ccc(F)cc1	8	2	10	-2%	2.3%	-4%	-2	-3%	·
COc1ccc(Nc2nc(-c3ccccc3)nc3ccccc23)c(OC)c1	-5	-4	10	-7%	1.9%	10%	3	-2%	15
CCOC(=O)c1c(C)[nH]c(C(=O)NCc2ccccc2OC)c1C	-9	·	-22	·	-0.7%	·	9	·	11
Cc1ccc2oc(=O)cc(CN3CCN(Cc4ccccc4)CC3)c2c1	-6	-3&-2	-17	0%	7.2%	0%	0	-1%	-21
COc1ccc(NS(=O)(=O)c2cn(C)cn2)cc1OC	-3	1	3	0%	-1.7%	0%	3	-4%	-1
CC(C)CCn1nc(C(=O)OC(C)C(=O)NC(N)=O)c2ccccc2c1=O (stereo not drawn)	-1	2&-8	3	1%	0.3%	1%	0	-5%	8
CCO[C@H]1OC(C(=O)O)=C[C@@H](c2ccc3c(c2)OCO3)[C@@H]1CCCO	63*	-1	-14	-4%	-1.4%	5%	-3	-3%	-3
CN(Cc1c(F)cccc1Cl)C(=O)CNC(=O)c1sc2ccccc2c1Cl	3	-3	14	-1%	-1.3%	?	-2	1%	-8
Cc1ccc(C)c(OCC(=O)NC2CCCCCC2)c1	-2	-7	-2	-3%	-0.2%	-5%	2	7%	2
COc1ccc(-n2nc(C(=O)NCCc3cccc(C)c3)c3c4ccccc4n(C)c3c2=O)cc1Cl	1	-2	-1	2%	3.5%	-20%	1	-2%	-2
CNC[C@@H]1Oc2ccc(NS(=O)(=O)c3ccc(Cl)cc3)cc2C(=O)N([C@H](C)CO)C[C@@H]1C	·	3	·	1%	·	0%	·	-1%	·
O=C(NCC(O)COc1ccc([N+](=O)[O-])cc1)c1ccccc1 (stereo not drawn)	-7	6	-14	2%	4.7%	12%	1	-5%	19
CC(=O)c1c(C)[nH]c(C(=O)OCC(=O)NC(C)c2ccccc2)c1C (stereo not drawn)	·	-10	·	-1%	·	-8%	·	-4%	·
COc1ccc(CCCc2nnc(SCC(=O)Nc3nc(C)cs3)n2C)cc1	5	0	-19	-4%	1.1%	-5%	1	-6%	3
CCCN(CCC)CCCNC(=O)c1cn(C)c2ccc(S(=O)(=O)N(C)C3CCCCC3)cc2c1=O	-2	-1	4	3%	1.7%	1%	3	-6%	-2
Cc1ccc(S(=O)(=O)Nc2cc(=O)[nH]c(SCC(=O)Nc3ccccc3Cl)n2)cc1	-1	1	15	11%	0.2%	1%	4	-4%	-2
Cc1noc(C)c1S(=O)(=O)Nc1ccc2c(c1)C(=O)N([C@H](C)CO)C[C@H](C)[C@@H](CN(C)C(=O)Nc1ccccc1)O2	·	-1	·	0%	·	8%	·	-4%	·
COCCN(C(=O)c1ccco1)c1nnc(-c2ccc(OC)cc2)s1	-3	1	-2	-8%	-0.8%	-6%	6	2%	6
CSc1nc(C)c(CCOCc2ccc(F)cc2)c(=O)[nH]1	2	-6	0	1%	-0.6%	-25%	-1	-4%	8

(list continues)
SMILES	D1 PAM	LDHA inh	D1 antag	Vif-A3G inh	RXFP1 ag	Vif-APOBEC3F blk	D1 ag	Glioma ERSR ind	D2 PAM
COc1ccccc1C(=O)NCC(=O)NC(C)c1ccc(-n2ccnc2)cc1 (stereo not drawn)	-3	-6	2	1%	0.8%	-6%	4	-3%	0
CCN1CCN(S(=O)(=O)c2ccc(S(=O)(=O)N(CC)Cc3ccccc3)cc2)CC1	1	1	-2	0%	0.2%	-1%	3	2%	-17
O=c1[nH]cc(S(=O)(=O)N2CCN(c3cccc(C(F)(F)F)c3)CC2)c(=O)[nH]1	-5	-6	18	0%	1.1%	-3%	0	-4%	3
CC(C)CNS(=O)(=O)c1ccc(S(=O)(=O)N2CCCN(Cc3ccccc3)C2)cc1	13	-3	4	-10%	0.5%	-5%	14	-7%	8
COc1cc(-c2noc(C)c2C(=O)NCCCN2CCCC2=O)cc(OC)c1OC	·	-2	·	2%	·	-2%	·	-3%	·
Cc1ccc(C)c(NC(=S)N2CCCC2)c1	-1	0	-65*	1%	-0.3%	-1%	0	-4%	1
O=C(NCCc1ccccc1)C1CCCN(c2ncnc3c2nc2n3CCCCC2)C1 (stereo not drawn)	-5	1	2	0%	2.5%	-9%	1	0%	-11
C/C=C(/C)C(=O)Nc1cccc(C2=NOC3(C2)C[C@@H](C(N)=O)N(C(=O)/C=C/CC)C3)c1 (stereo partly drawn)	-7	-1	-18	3%	1.3%	8%	1	-3%	-13
O=C(CCC(=O)Nc1ccc(Br)cc1)N/N=C/c1ccccc1O	-7	-15	4	-3%	-2.6%	4%	1	6%	-11
CC(=O)Nc1cc(NC(C)=O)cc(C(=O)NCC2(N3CCOCC3)CCCCC2)c1	-4	-5	-3	0%	-0.1%	2%	2	-4%	1
O=C(NCC1(O)CCCCC1)C1CCC(=O)N(Cc2ccccc2F)C1 (stereo not drawn)	1	-5	21	1%	-0.5%	2%	2	-4%	6
CC(C)(C)C(=O)CSc1ccc(S(=O)(=O)N2CCCC2)cn1	2	-9	3	3%	4.0%	-3%	2	1%	-1
Clc1ccccc1N1CCN(Cc2nnc(-c3ccccc3)o2)CC1	-2	3	-11	-1%	1.3%	-4%	11	-1%	-25
CC1CCc2cc(F)cc3c(O)c(C(=O)NCc4ccco4)c(=O)n1c23 (stereo not drawn)	·	4	·	1%	?	-7%	·	-3%	·
O=C(NCc1n[nH]c(=S)n1-c1cccc(Cl)c1)c1ccc(S(=O)(=O)N2CCCC2)cc1	-3	3	-15	0%	-1.5%	-5%	2	-3%	11
COc1ccc(OC)c(NC(=O)NNC(=O)c2cc3occc3[nH]2)c1	-7	5	-1	1%	1.0%	5%	3	-5%	-3
CN(C)CCCNCCNC(=O)/C=N\O	4	-2	0	1%	-3.8%	-6%	3	-3%	-5
COCc1cc(=O)[nH]c2cc(NC(=O)C3CC3)c(C)cc12	-8	7	-26	-1%	4.3%	-9%	1	-4%	-1
Cc1cc(-c2cccc([N+](=O)[O-])c2)nc2ccccc12	3	-4	4	2%	0.3%	-12%	0	2%	18
FC(F)Oc1ccc(NC(=S)NC2CCCCCCC2)cc1	-7	-7	-15	1%	0.1%	?	16	2%	15
O=C1N/C(=C\c2ccsc2)C(=O)N1Cc1ccc(F)cc1	-5	-12	5	1%	0.2%	-1%	4	3%	-4
CC1CCN(C(=O)CN2C(=O)C(=O)N(C)C2=O)c2ccccc2S1 (stereo not drawn)	-10	-5	-14	3%	-0.6%	0%	4	-1%	-3
COc1ccc(/C=C(\NC(=O)c2ccccc2)C(=O)N/N=C/c2cccnc2)cc1	2	-7	-12	2%	-3.2%	2%	4	-1%	·
Cn1c(-c2ccccc2)c(C(=O)CC#N)c2ccccc21	-7	-14	-20	-3%	1.0%	?	2	-2%	9
CCCS(=O)(=O)N1CCCC(C(=O)NCc2ccc3c(c2)OCO3)C1 (stereo not drawn)	0	-2	-7	1%	1.1%	4%	3	-1%	·

The list goes on.
SMILES	D1 PAM	LDHA inh	D1 antag	Vif-A3G inh	RXFP1 ag	Vif-APOBEC3F blk	D1 ag	Glioma ERSR ind	D2 PAM
O=C(N/N=C/C=C/c1ccco1)c1cccc([N+](=O)[O-])c1	-2	4	5	0%	-0.6%	3%	1	0%	-10
CC1CCc2sc(C(=O)OCC(=O)NCc3ccccc3)cc2C1 (stereo not drawn)	3	-5	-21	?	1.4%	-9%	9	-5%	-3
COc1ccc(CC2(C)OC(c3ccccc3)=NN2C(C)=O)cc1 (stereo not drawn)	-4	-13	-42*	1%	1.8%	-3%	2	-2%	-11
C#CCN(C[C@@H]1[C@@H](OC(=O)NCc2ccc(OC)c(OC)c2)[C@@H](OC(=O)NCc2ccc(OC)c(OC)c2)Cn2c(=O)n(CCCCCC)c(=O)n21)S(=O)(=O)c1ccc(C)cc1	·	0	·	-7%	·	-1%	·	-4%	·
CN1CCCN(Cc2cccc3ccccc23)CC1	-3	-10	-7	1%	2.0%	1%	3	-4%	-4
CCc1ccccc1N(CC)C(=O)c1cn(CC)c(=O)c2cc(OC)c(OC)cc12	-2	-2	5	-5%	4.2%	-9%	1	-3%	-4
